Screening results (PubChem)
Insulin prom inh = TRM-6 insulin promoter activity inhibition; TRM-6 cells (human fetal islet line), insulin promoter-eGFP reporter, imaging; reporter expression induced with tamoxifen; inhibition, % at 2 µM; 130,000 compounds, 0.9% hits; AID 1273;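 active means inhibition above the mean plus 3 SD, with well images judged a real hit on visual review, cut at about 60% in these data, passing the limit was not always enough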
SDO1 yeast rescue = restores growth of sdo1-depleted yeast. S. cerevisiae sdo1-depleted JHY4D growth rescue, OD600 30 h; stronger effect = higher value; pdr5 snq2 efflux-pump mutant strain. AID 817. 140,000 compounds, 0.21% hits. z-score at 10 µM;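 active means z-score above 3 at both the 24 hr and the 30 hr optical density reads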;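 further: z-score against mean and SD of all compound wells on the same plate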
SDO1 yeast rescue Rescue 24 h = recorded beside SDO1 yeast rescue, whose call it bears; z-score; S. cerevisiae sdo1-depleted JHY4D growth rescue, OD600; measured here: growth rescue at 24 h;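 0 is the plate mean of compound wells and units are plate SD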
An asterisk follows results filed as active; . = no result given.

SMILES,Insulin prom inh,SDO1 yeast rescue,SDO1 yeast rescue Rescue 24 h
O=C(c1ccc(CS(=O)(=O)c2ccc(Br)cc2)o1)N1CCOCC1,.,0.32,-0.39
Cc1csc(NC(=O)CSc2nc3sc(C)c(C)c3c(=O)[nH]2)n1,33,0.56,2.2
Cc1ccc(NC(=O)c2ocnc2C)cc1Cl,-57,0.01,0.6
COc1cccc(NC(=O)c2ncn[nH]2)c1,45,0.51,-0.51
O=C(NCCN1CCc2ccccc2C1)C1CCN(S(=O)(=O)N2CCC3(CC2)OCCO3)CC1,-16,0.45,0.44
CSc1nc(N(C)NC(=O)c2ccc(Cl)cc2)c2ccccc2n1,-38,-0.88,0.17
O=C(O)c1ccccc1N1C(=O)C2C3CCC(C3)C2C1=O (stereo unspecified),-50,.,.
ClC1(Cl)CC1Cn1c(C2CC2)nc2ccccc21 (stereo unspecified),-41,.,.
Cc1ccccc1Nc1nc2ccccc2n1C(C)C,10,0.88,0.33
CN(CC(=O)Nc1ccc(C(N)=O)cc1)CC(=O)Nc1ccccc1Cl,35,1,0.12
O=C(c1cc2ccccc2oc1=O)N1CCSC1c1ccco1 (stereo unspecified),8,0.56,0.37
C=CCn1c(SCC(=O)O)nnc1-c1cccs1,33,0.13,-0.14
CNC(=O)c1c(NC(=O)c2nc3ccccc3s2)sc2c1CCC2,.,-0.25,3.1
O=C1NC2(CCCc3ccccc32)C(=O)N1Cc1nnc(-c2ccccc2Br)o1 (stereo unspecified),-14,-0.4,-0.6
COc1cccc(N2CCN(C(=O)CN(C)S(=O)(=O)c3ccc4c(c3)c(=O)n(C)c(=O)n4C)CC2)c1,-14,.,.
O=C(COC(=O)c1ccc(CSc2ccc(Cl)cc2)cc1)Nc1ccccc1,.,0.74,2.5
CCOCC(=O)Nc1ccc([N+](=O)[O-])cc1Cl,33,.,.
Cc1ccc(C)c(NC(=S)NNC(=O)c2csc3c2CCCC3)c1,11,1.1,1.4
COC(=O)CCCNS(=O)(=O)c1ccc2ccccc2c1,-94,-0.05,-0.02
CCOC(=O)c1ccc2[nH]c3c(c2c1)CCCCC3=O,-36,-0.58,-0.02
CC(SCc1ccccc1)C(=O)Nc1ccc2c(c1)OCO2 (stereo unspecified),-6,-0.3,-0.15
C=CCc1cccc(/C=N/n2c(C)nnc2C)c1O,0,1.3,0.09
COc1ccc(CCNC(=O)CSc2nc(-c3ccc(OC)c(OC)c3)ccc2C#N)cc1,.,-1.6,-1.1
O=C(C1=C(Nc2ccccc2)c2ccccc2S(=O)(=O)N1)c1ccccc1,9,-0.66,-1.4
CC(C)NC(=O)Cc1ccc(Br)cc1,-26,0.79,-0.05
O=C(OC(C(=O)NC1CCCC1)c1ccc(F)cc1)c1ccno1 (stereo unspecified),33,1,1.3
S=C(NCc1ccc(Cl)c(Cl)c1)Nc1ccc2c(c1)OCO2,.,-2.1,-1.8
COc1ccc(CCNC(=O)CCNC(=O)c2ccc(Cl)cc2)cc1OC,.,1.4,1.5
CCOC(=O)C(Cc1c(F)cccc1Cl)c1ccno1 (stereo unspecified),-10,.,.
Cc1nc(NCCCO)c(C#N)c2c1COC(C)(C)C2,0,1.6,1.1
O=C(CCc1ccccc1)NNC(=S)NC(=O)c1ccc(Cl)cc1,43,-1,-0.42
N=c1c(C(=O)NCc2ccco2)cc2c(=O)n3ccccc3nc2n1CC1CCCO1 (stereo unspecified),-8,.,.
CCc1c(C)nc2ncnn2c1N1CCN(S(=O)(=O)c2ccc(OC)cc2)CC1,-38,.,.
O=C(OCc1c(Cl)cccc1Cl)c1cnccn1,-18,-0.57,-0.99
CCNC(=S)N/N=C/c1cccc(C)c1,25,-1.1,-1.3
CCCN(CCC)CCCNC(=O)CN1C(=O)CSc2ccc(S(=O)(=O)N3CCOCC3)cc21,0,.,.
CCOC(=O)COc1ccc(S(=O)(=O)c2ccc(OCC(=O)OCC)cc2)cc1,-39,0.83,1
CCN(CC)C(=O)CSc1nnc(-c2cccnc2)n1CCc1ccccc1,31,-0.1,0.05
COc1ccc(OC)c(NC(=O)C(=O)N/N=C/c2ccccc2[N+](=O)[O-])c1,-13,0.09,0.63
CC(Sc1nc2ccc(Br)cc2[nH]1)C(=O)O (stereo unspecified),-23,1.4,1
CCCOC(=O)c1ccc(Oc2cn[nH]c2-c2ccc(OCC)cc2O)cc1,-157,-1.9,-0.72
O=C(N/N=C/c1ccc2c(c1)OCO2)c1ccc(Cn2cc([N+](=O)[O-])cn2)o1,27,0.69,-0.21
O=C(N/N=C/c1ccsc1)c1cc(O)cc(O)c1,16,0.72,0.3
O=C(c1cc2nc(C3CC3)cc(C(F)F)n2n1)N1CCOCC1,-36,0.45,0.16
O=C(NC(=O)c1ccccc1)OCC(F)(F)F,-81,-0.57,-1.1
CC(c1ccccc1)N1C(=O)NC(NC(=O)C(C)(C)C)(C(F)(F)F)C1=O (stereo unspecified),-56,0.73,0.78
O=C(Nc1ccc(Br)cc1)c1ccc(N2C(=O)C3CC=C(Cl)CC3C2=O)cc1 (stereo unspecified),43,-1.6,-0.07
CCOc1ccc(C(=O)NCC(=O)N2CCC(C)CC2)cc1OCC,33,.,.
CCN(CC)c1ccc(C(=O)O)cc1,.,2.2,2.8
CCC(CC)c1nnc(NC(=O)CCNC(=O)c2ccccc2Cl)s1,19,.,.
COc1ccccc1CNC(=O)c1oc2ccc(S(=O)(=O)N3CCCC3)cc2c1C,55,-1.3,-1.5
CC1=C(C(=O)Nc2ccc(C)cc2C)C(c2ccc(C)o2)NC(=S)N1 (stereo unspecified),15,0.88,-0.21
COc1ccc(-c2nc(-c3ccc(Br)cc3)no2)c(OC)c1,31,-0.17,0.43
CC(Sc1nc(NCc2ccccc2)nc(N(C)C)n1)C(=O)Nc1ccccc1 (stereo unspecified),.,-1.4,-1.1
CCOC(=O)CCc1nn(C)c(=O)c2ccccc12,-19,0.65,0.22
CCn1c(SCC(=O)Nc2sc(C)c(C)c2C#N)nnc1C(C)C,21,-0.26,-0.44
Cc1ccccc1NC(=O)NCCCN1CCN(C2CCCCC2)CC1,-10,1,0.1
CCCC(C)NC(=O)CSCc1ccc(OC)cc1 (stereo unspecified),-68,.,.
COc1ccc2c(c1)C(SCC(=O)NCc1ccccc1)CC(C)(C)O2 (stereo unspecified),-25,-0.16,-0.58
CC1=NN(c2nc(-c3ccc(C)cc3)cs2)C(=O)C1N=Nc1ccc2ccccc2c1 (stereo unspecified),13,0.18,1.1

Carrying on.
SMILES,Insulin prom inh,SDO1 yeast rescue,SDO1 yeast rescue Rescue 24 h
CC(Oc1cccc(F)c1)c1ccnc2nc(/N=C/N(C)C)nn12 (stereo unspecified),-18,.,.
COC(=O)CNC(=O)c1c(C)cc(=O)oc1C,-11,0.73,0.87
COC(=O)CC1SC(=O)NC1=Nc1ccc(OC)cc1 (stereo unspecified),36,1.1,1.5
COc1cccc(NC(=O)C2CCCN(S(=O)(=O)c3cccc4nsnc34)C2)c1 (stereo unspecified),.,0.5,0.53
COc1ccccc1NS(=O)(=O)c1cc(C)ccc1C,-10,-1.1,-0.81
CCOc1ccccc1NC(=O)CCN1CCN(S(=O)(=O)c2ccc(Br)cc2)CC1,-4,-0.64,-0.59
COc1cc(C2C(C(=O)c3cccs3)=C(O)C(=O)N2Cc2ccco2)cc(OC)c1OC (stereo unspecified),-14,0.49,-0.04
CCOC(=O)/C(C(C)=O)=C1/OC(=O)c2ccccc21,-37,-0.47,-0.69
CCCCCn1c(N2CCC(C(N)=O)CC2)nc2c1c(=O)[nH]c(=O)n2C,.,0.39,0.05
Cc1cc(C)c(C#N)c(SCC(=O)OC2CCCCC2)n1,6,-1.1,-0.77
COc1cccc(OCc2ccc(C(=O)NCC3CCCO3)cc2)c1 (stereo unspecified),46,0.91,2.2
O=C(c1ccc2nc3ccc(Cl)cc3c(=O)n2c1)N1CCOCC1,.,-0.14,-0.3
Cn1c(SCC(=O)N2CCc3ccccc32)nnc1-c1ccc(S(=O)(=O)N2CCCC2)cc1,-19,0.48,-0.24
COc1ccc(/C=N/Nc2nc(Nc3ccccc3)nc(N3CCCC3)n2)cc1[N+](=O)[O-],33,.,.
COc1ccc(NC(=O)c2cc3c([nH]c4ccccc43)c(C)n2)cc1,.,-1.5,-0.52
O=C(N/N=C/c1ccccc1OCc1ccccc1)c1cccs1,29,-1.4,-1.9
Cc1nc(NC(=O)CSc2ccccc2N)sc1C,.,0.09,-0.15
N/C(=N\OC(=O)c1ccccc1[N+](=O)[O-])c1ccccn1,19,.,.
CCc1c(C)nc2ncnn2c1N1CCC(C(=O)Nc2ccccc2)CC1,.,1.1,1.8
O=C(Cc1cccc2ccccc12)Nc1ccc2c(c1)C(=O)NC2=O,-16,.,.
CCOn1c(=O)c(C)[n+]([O-])c2ccccc21,-22,1.6,1.8
CCCOC(=O)c1ccc(Cl)c(NC(=O)c2ccc(-c3ccccc3)cc2)c1,.,-0.08,1.4
CC1(C(=O)NC23CC4CC(CC(C4)C2)C3)CC1(Cl)Cl (stereo unspecified),30,-0.29,-1
O=C(c1ccco1)N1CCN(S(=O)(=O)c2ccc(S(=O)(=O)NC3CC3)cc2)CC1,12,0.99,0.74
CCOC(=O)C1=C(CSc2nc(CC)c(C)cc2C#N)OC(N)=C(C#N)C1c1ccccc1 (stereo unspecified),-41,-1.6,-0.31
Nc1nc(SCC(=O)Nc2ccccc2Sc2ccccc2)n[nH]1,-69,-0.21,-0.21
Cc1cc(C)c(NC(=O)CSc2nnc(-c3ccco3)n2N)c(C)c1,.,0.64,0.52
O=C(CCCn1cnc([N+](=O)[O-])n1)Nc1cccc(Cl)c1Cl,28,-0.7,-0.34
CCOC(=O)C1CCN(S(=O)(=O)c2cc(F)ccc2OC)CC1,35,.,.
CCCCn1c(SCC2CCCCO2)nc2cc(S(N)(=O)=O)ccc21 (stereo unspecified),.,0.11,-0.32

In the list so far, these contain a cyano group:
SMILES,Insulin prom inh,SDO1 yeast rescue,SDO1 yeast rescue Rescue 24 h
COc1ccc(CCNC(=O)CSc2nc(-c3ccc(OC)c(OC)c3)ccc2C#N)cc1,.,-1.6,-1.1
Cc1nc(NCCCO)c(C#N)c2c1COC(C)(C)C2,0,1.6,1.1
CCn1c(SCC(=O)Nc2sc(C)c(C)c2C#N)nnc1C(C)C,21,-0.26,-0.44
Cc1cc(C)c(C#N)c(SCC(=O)OC2CCCCC2)n1,6,-1.1,-0.77
CCOC(=O)C1=C(CSc2nc(CC)c(C)cc2C#N)OC(N)=C(C#N)C1c1ccccc1 (stereo unspecified),-41,-1.6,-0.31

(continued)
SMILES,Insulin prom inh,SDO1 yeast rescue,SDO1 yeast rescue Rescue 24 h
CCOc1ccc(Cn2c(C)nc([N+](=O)[O-])c2SCC(O)CCl)cc1[N+](=O)[O-] (stereo unspecified),-36,0.99,-0.1
COc1ccc(C2=CC(c3c(C)nn(-c4ccccc4)c3Cl)n3nnnc3N2)cc1OC (stereo unspecified),.,-0.31,-0.93
O=[N+]([O-])c1ccc(/C=N/NC(=S)Nc2ccccc2C(F)(F)F)o1,.,0.54,0.88
COc1ccc2[nH]c3nc(SCc4nnc(-c5ccccc5)o4)nnc3c2c1,.,-1.1,2.7
CCOC(=O)C(C)c1ccc2cc(OC)ccc2c1 (stereo unspecified),0,-0.48,-0.72
Cc1cc(C(=O)COC(=O)CNS(=O)(=O)c2ccc3ccccc3c2)c(C)n1-c1ccccc1,-21,0.26,1
COc1cccc(-n2c(SCC(N)=O)nnc2-c2c[nH]c3ccccc23)c1,.,-0.47,-1.1
CCOC(=O)N1CCN(C(=O)c2nn(-c3cc(OC)cc(OC)c3)c(=O)c3ccccc23)CC1,.,-0.49,-0.97
CCCC(=O)OCCNc1cc(SCCC(=O)OC)c2nonc2c1[N+](=O)[O-],33,0.05,-0.44
Cc1cc(NC(=O)Cc2ccccc2)c2ccccc2n1,44,.,.
Cc1ccccc1NC(=S)N(C)CCc1ccccn1,.,0.1,-0.38
Nc1cnc(Br)cc1Br,-93,0.79,0.18
COC(=O)CSc1nc(N)c(NC(=O)c2ccc(OC)c(OC)c2)c(=O)[nH]1,.,1.2,0.95
O=C(C[n+]1cccc(CNC(=O)c2ccc(OC(F)F)cc2)c1)Nc1cc(C(F)(F)F)ccc1Cl,-26,1.4,1.1
O=c1c2sccc2nc(SCc2ccc([N+](=O)[O-])cc2)n1Cc1ccccn1,-26,-0.88,-0.17
Cc1nc2cc(NC(=O)CSc3nc4c(C)cccc4cc3C#N)ccc2s1,.,-0.58,-0.11

4 of the entries above in order of the SDO1 yeast rescue value, falling:
SMILES,Insulin prom inh,SDO1 yeast rescue,SDO1 yeast rescue Rescue 24 h
O=C(C[n+]1cccc(CNC(=O)c2ccc(OC(F)F)cc2)c1)Nc1cc(C(F)(F)F)ccc1Cl,-26,1.4,1.1
CCOc1ccc(Cn2c(C)nc([N+](=O)[O-])c2SCC(O)CCl)cc1[N+](=O)[O-] (stereo unspecified),-36,0.99,-0.1
COc1ccc(C2=CC(c3c(C)nn(-c4ccccc4)c3Cl)n3nnnc3N2)cc1OC (stereo unspecified),.,-0.31,-0.93
O=c1c2sccc2nc(SCc2ccc([N+](=O)[O-])cc2)n1Cc1ccccn1,-26,-0.88,-0.17
